Screening results deposited in PubChem BioAssay by National Center for Advancing Translational Sciences (NCATS).
MBNL1 CUG block: qHTS Assay for Inhibitors of MBNL1-poly(CUG) RNA binding; Muscleblind-like protein 1 (Homo sapiens), Q9NR56; TR-FRET MBNL1-His/biotin-(CUG)12 binding, 665/545 ratio; Potency, µM (titrated, usually from 57.5 µM), for inactives: at the top dose activity change, negative = inhibition, actives largely listed as inhibitors; 280,000 tested, 0.036% active; AID 2675, 2010; active = well fitted inhibition curve with a large enough effect in the signal ratio, with a control signal flat, not every such curve was filed as active; inconclusive = small, poorly fitted or top-dose-only effect, or effect the other way, or a change in a side signal; inactive = no such curve, though single readings can be large or run the other way; the % refers to the signal ratio; also: potency is read from the fitted curve at half-maximal effect; % is scaled to controls: 0 for no effect and ±100 for the full control effect
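Compounds (final 92 nM to 58 uM) are added to His-tagged MBNL1 and biotin-(CUG)12, then terbium anti-His antibody and streptavidin-XL665 (5 nM final). After 60 min at room temperature, the 665/545 nm ratio is read.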
Mito fusion yeast: qHTS Assay for Small Molecule Inhibitors of Mitochondrial Division or Activators of Mitochondrial Fusion. 320,000 tested, 0.23% active. Potency, µM (doses to about 46.1 µM), for the others: top-dose growth rescue (activation), usual class: activators. S. cerevisiae fusion-defective mutant growth rescue, CellTiterGlo 48 h;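 also: potency is read from the fitted curve at half-maximal effect; % of control where 0% means no effect; nearly all actives have a fitted effect of over 45% in size; temperature-sensitive fusion mutants such as fzo1-1 at 37 °C on non-fermentable ethanol glycerol medium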
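Compounds are tested for their ability to restore growth of mitochondrial fusion-defective yeast strains at non-permissive 37C in YPEG medium over 48 hours. Viability is quantified by luciferase luminescence.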
TSG101-PTAP inh: qHTS Assay for Iinhibitors of HIV-1 Budding by Blocking the Interaction of PTAP/TSG101. Tumor susceptibility gene 101 protein (Homo sapiens), Q99816. Fluorescence polarization, FITC-PTAP peptide / Tsg101 binding. Potency, µM (doses to about 115 µM), for the others: at the top dose activity change, negative = inhibition, hits mostly inhibitors. 340,000 tested, under 10 active. AID 493005, 2010; active = well fitted inhibition curve with a large enough effect in the main read-out, with a control signal flat, not every such curve was filed as active; inconclusive = small, poorly fitted or top-dose-only effect, or effect the other way, or a change in a side signal; inactive = no such curve, though single readings can be large or run the other way; also: potency is read from the fitted curve at half-maximal effect; % of control where 0% means no effect
Target sequence (Q99816 whole entry, looked up): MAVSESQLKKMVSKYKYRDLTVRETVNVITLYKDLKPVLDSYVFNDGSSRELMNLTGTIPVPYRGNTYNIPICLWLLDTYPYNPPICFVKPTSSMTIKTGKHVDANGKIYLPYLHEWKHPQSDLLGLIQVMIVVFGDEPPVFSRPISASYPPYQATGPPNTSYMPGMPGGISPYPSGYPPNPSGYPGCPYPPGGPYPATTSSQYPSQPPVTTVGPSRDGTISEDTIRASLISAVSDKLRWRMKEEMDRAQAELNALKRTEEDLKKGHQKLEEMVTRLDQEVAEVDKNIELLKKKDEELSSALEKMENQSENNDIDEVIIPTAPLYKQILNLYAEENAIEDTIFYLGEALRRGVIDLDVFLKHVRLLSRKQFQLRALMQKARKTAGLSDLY
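Fluorescence anisotropy tracks displacement of a FITC-tagged PTAP peptide (50 nM) from the Tsg101 binding domain (10 uM), following a 20 min room-temperature incubation at pH 7.5.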
TSHR antagonist: Antagonists of the Thyroid Stimulating Hormone Receptor: HTS campaign | TSHR-expressing cells, TSH-stimulated cAMP HTRF, 2 h; active compounds read low | activity change, negative = inhibition, % at 11.5 µM | 330,000 tested, 0.2% active | AID 504810, 2011;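 active = activity change below a set negative limit, meaning inhibition stronger than a set level, cut at about -70% in these data; inconclusive = activity change between two set negative limits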; also: % is scaled to controls: 0 for no effect and ±100 for the full control effect
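TSHR-expressing cells, 200/well, pre-treated with compound, then stimulated with EC80 TSH (4nM final) for 2 hours at 37 deg C. cAMP measured by competitive HTRF: anti-cAMP cryptate antibody in lysis buffer plus cAMP-d2, read after 30 minutes at room temperature.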
S-ASM inh: Inhibitors of Secretory Acid Sphingomyelinase (S-ASM): qHTS; Sphingomyelin phosphodiesterase (Homo sapiens), P17405; AID 504937, 2011; placental ASM, HMU-PC fluorogenic substrate, 60 min; 340,000 tested, 0.006% active; Potency, µM (titrated, usually from 57.5 µM), for inactives: top-dose activity change, negative = inhibition, actives largely listed as inhibitors; also: potency is read from the fitted curve at half-maximal effect
Target sequence (P17405 47-631 limits assumed): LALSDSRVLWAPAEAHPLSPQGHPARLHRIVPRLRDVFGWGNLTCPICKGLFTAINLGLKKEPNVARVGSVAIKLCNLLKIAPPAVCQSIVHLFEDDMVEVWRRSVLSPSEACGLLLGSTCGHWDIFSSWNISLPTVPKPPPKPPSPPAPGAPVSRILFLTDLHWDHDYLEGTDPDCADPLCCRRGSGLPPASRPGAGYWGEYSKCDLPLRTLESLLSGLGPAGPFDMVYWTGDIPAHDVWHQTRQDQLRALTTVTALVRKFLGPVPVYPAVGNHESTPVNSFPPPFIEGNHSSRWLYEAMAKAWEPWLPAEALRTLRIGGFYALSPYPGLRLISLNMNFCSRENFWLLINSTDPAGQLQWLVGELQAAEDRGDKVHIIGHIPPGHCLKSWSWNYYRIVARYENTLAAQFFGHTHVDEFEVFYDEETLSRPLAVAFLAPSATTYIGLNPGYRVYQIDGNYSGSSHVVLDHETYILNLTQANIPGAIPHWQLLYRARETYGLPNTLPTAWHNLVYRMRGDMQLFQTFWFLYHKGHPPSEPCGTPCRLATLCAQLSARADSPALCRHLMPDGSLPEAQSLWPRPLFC
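Fluorogenic HMU-PC substrate (9 uM final) is turned over by placental ASM in 60 min at 37 C after a 10 min compound preincubation. Reaction ended by alkaline stop (pH 10), with fluorescence read at 386/447 nm.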
TCR activator: Activators of T cell receptors: qHTS campaign; Potency, µM (titrated, usually from 9.22 µM), for the others: at the highest dose activation of IL-2 secretion, hits mostly activators; 330,000 tested, under 10 active; AID 504894, 2011; primary human leukocytes, anti-CD3, IL-2 HTRF, 48 h; also: % of control where 0% means no effect
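Using a-CD3 beads without co-stimulation, primary human leukocytes were exposed to compounds for 48 hr. An HTRF IL-2 kit measured the cytokine, with europium-to-d2 energy transfer producing emission at 665nm upon 320nm excitation.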
AT treatment: qHTS Assay for Identifying a Potential Treatment of Ataxia-Telangiectasia; […] A-T fibroblasts, KAP-1 phosphorylation AlphaLISA; neocarzinostatin DNA damage 30 min before lysis; AID 485349, 2010; 320,000 tested, 0.19% active; Potency, µM (highest dose often 57.5 µM), for inactives: at the highest dose activation, hits mostly activators; also: potency is read from the fitted curve at half-maximal effect; % of control where 0% means no effect; nearly all actives have a fitted effect of over 45% in size
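hTERT-immortalized A-T patient fibroblasts ([…]), 500 cells/well in OPTI-MEM, 1% FBS, got compounds for 60 min, then NCS for 30 min at 37C. Lysates were then assayed for phospho-KAP-1 by AlphaLISA (anti-pKAP1 donor, anti-KAP1 acceptor beads), 6 hr at 25C.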
a7 integrin act: qHTS for Activators of Integrin-Mediated Alleviation for Muscular Dystrophy | alpha7betagal myoblasts, beta-gal FDG fluorescence, 48 h | Potency, µM (doses to about 38.3 µM), for inactives: top-dose activation, usual class: activators | 350,000 tested, 0.064% active;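 also: potency is read from the fitted curve at half-maximal effect; 100% = response of the positive control SU9516; nearly all actives have a fitted effect of over 60% in size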
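Alpha7betagal+/- myoblasts (passage 13) were plated 16-24 hr, then exposed to compounds (1:260 dilution of DMSO stock) for 48 hours at 37C. After MPER lysis, β-galactosidase reporter activity was read as FDG fluorescence (ex 480/em 540) after 30 minutes.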
Menin MLL FP TR: qHTS Assay for Inhibitors Targeting the Menin-MLL Interaction in MLL Related Leukemias: Competition With Texas Red Labeled MLL-derived Mutant Peptide. Potency, µM (series often up to 61.6 µM), for inactives: top-dose FP activity change, negative = inhibition, usual class: inhibitors. 270,000 tested, 0.23% active. O00255. AID 1768, 2009. Menin + Texas Red MLL mutant peptide, fluorescence polarization; active = well fitted inhibition curve with a large enough effect in the polarisation, with a control signal flat, not every such curve was filed as active; inconclusive = small, poorly fitted or top-dose-only effect, or effect the other way, or a change in a side signal; inactive = no such curve, though single readings can be large or run the other way; the % refers to the polarisation; also: potency is read from the fitted curve at half-maximal effect; % of control where 0% means no effect; many of its hits are not listed in these tables
CXXC DNA block: qHTS Fluorescence Polarization Assay for Inhibitors of MLL CXXC domain - DNA interaction. 290,000 tested, 0.037% active. Histone-lysine N-methyltransferase 2A (Homo sapiens), Q03164. MLL-CXXC / FITC-HOXA9 DNA fluorescence polarization. Potency, µM (doses to about 115 µM), without a hit: at the top dose activity change, negative = inhibition, actives largely listed as inhibitors. AID 2662, 2010; active = well fitted inhibition curve with a large enough effect in the polarisation, with a control signal flat, not every such curve was filed as active; inconclusive = small, poorly fitted or top-dose-only effect, or effect the other way, or a change in a side signal; inactive = no such curve, though single readings can be large or run the other way; the % refers to the polarisation; also: potency is read from the fitted curve at half-maximal effect
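Fluorescence polarization: 7 uM MLL-CXXC (stock) preincubated 5 min with compounds, then 50 nM fluorescein-HOX-A9 DNA (stock) added; 30 min ambient. Buffer 50 mM Tris-HCl pH 7.5, 50 mM NaCl, 1 mM DTT, 0.05% BSA.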
* marks the source's active call; other numbers are inactive results; i = inactive; ? = inconclusive; . = not tested or not shown; [ ] = remark or other dose. Unless noted, calls follow the shape of the dose curve; as a rule, active = well fitted curve in the direction sought with a large enough effect; inconclusive = small, poorly fitted or top-dose-only effect, or another doubt; inactive = no such curve, though single readings can be large; an effect the other way counts as inactive or inconclusive.

SMILES	MBNL1 CUG block	Mito fusion yeast	TSG101-PTAP inh	TSHR antagonist	S-ASM inh	TCR activator	AT treatment	a7 integrin act	Menin MLL FP TR	CXXC DNA block
CC(=O)N1c2ccccc2Nc2ccccc21	11%	5%	-1%	-1	4%	7%[46.1 µM]	-12%	0%	-14%	-1%
CS(=O)(=O)N(CC(=O)NC1CC2CCC1C2)c1cccc(C(F)(F)F)c1 (configuration not stated)	-8%	3%	-5%	-1	0%	0%	-2%	-3%	1%	-1%
O=C(CN1CCOCC1)N/N=C/c1cccc2ccccc12	?	0%	1%	-2	-3%	-15%	3%	44%	-6%	-9%
O=C(Nc1ccccc1C(F)(F)F)C1CCCC1	-4%	-1%	-1%	-6	-2%	-4%	4%	-17%	1%	5%
CCC(C)(C)NC(=O)c1cc(OC)c(OC)cc1[N+](=O)[O-]	22%	-1%	-1%	3	3%	0%	-1%	33%	6%	-5%
CCCn1c(SCc2cc(=O)[nH]c3ccccc23)nc2c1c(=O)n(C)c(=O)n2C	6%	1%	-5%	-6	4%	1%	2%	11%	0%	-2%
Cc1ccccc1N1C(S)=C(C#N)C(=O)NC1c1ccco1 (configuration not stated)	3%	4%	-2%	10	-3%	1%	-1%	-15%	?	-13%
CC(=O)c1ccc(NC(=O)C2CCCN(C(=O)c3ccc(Cl)cc3)C2)cc1 (configuration not stated)	?	-2%	-6%	-4	5%	10%	4%	4%	-18%	0%
CC(=O)c1cccc(NC(=O)CCS(=O)(=O)c2cccc3nonc23)c1	?	-2%	-7%	-11	-2%	-1%	3%	-26%	24%	8%
CCN(CC)S(=O)(=O)c1ccc(C(=O)N(c2ccccc2)C2C=CS(=O)(=O)C2)cc1 (configuration not stated)	-1%	1%	0%	-5	0%	0%	-1%	-1%	2%	31%[activator]
CCN(CC)c1ccc2cc(-c3nnc(-c4ccncc4)o3)c(=O)oc2c1	?	-2%	?	-3	34%[activator]	-6%	17%	-2%	-24%	?
COc1cc(NC(=O)COC(=O)c2cc(S(=O)(=O)N3CCCCC3)ccc2Cl)c(C)cc1[N+](=O)[O-]	-3%	3%	-1%	4	-3%	2%[46.1 µM]	4%	25%	0%	16%
O=C(Nc1ccc(S(=O)(=O)Nc2ncccn2)cc1)c1ccccc1Br	-5%	1%	-1%	-2	3%	-9%	-8%	-4%	-7%	9%
CCOC(=O)Nc1ccc2c(CN(C)Cc3ccc(F)cc3)cc(=O)oc2c1	8%	4%	0%	17	4%	0%	1%	-15%	11%	2%
COc1ccc(NC(=O)c2cc(S(=O)(=O)NCC3COc4ccccc4O3)ccc2F)cc1 (configuration not stated)	-3%	11%	-1%	26	-19%	1%[46.1 µM]	0%	-7%	-6%	7%
Cn1nnnc1SCSc1nnnn1C	-9%	3%	-2%	6	1%	0%	10%	-2%	4%	-9%
Cc1cc(S(=O)(=O)N2CCCC2C(=O)N2CCOCC2)c(C)cc1Cl (configuration not stated)	-19%	-2%	-5%	-10	0%	2%	.	-15%	2%	2%
O=[N+]([O-])c1ccc(Cl)c(S(=O)(=O)Nc2cccc(-c3ccc(N4CCOCC4)nn3)c2)c1	.	1%	-3%	-3	-17%	5%	1%	23%	.	.
CS(=O)(=O)c1ccc2nc(NC(=O)c3ccccc3)sc2c1	55%[activator]	-5%	1%	1	-6%	.	1%	-42%	-23%	11%
CCCC[n+]1ccn(-c2nc3ccccc3nc2[N-]S(=O)(=O)c2ccc(Cl)cc2)c1	39%[activator]	6%	0%	1	i	1%	15%	-16%	.	-6%
CN(C)CCC1(C2=CCCC2)CC/C(=C/c2ccc(Cl)cc2)C1=O (configuration not stated)	.	.	-1%	.	-6%	1%	.	-57%[inhibitor]	.	.
CNC1(C(N)=O)CCN(Cc2ccccc2)CC1	.	.	-6%	.	3%	-5%	.	39%	.	.
COc1ccc(CCNC(=O)CCNC(=O)N2CC(=O)Nc3ccccc32)cc1	-8%	2%	-4%	32	2%	-2%	13%	5%	.	-12%
O=C(NC1CCN(Cc2ccccc2)CC1)c1ccc2c(c1)OCCCO2	-9%	-1%	-4%	7	5%	3%	0%	-32%	.	-6%
O=C(Cn1cncn1)c1ccc(F)cc1F	-12%	-2%	-1%	33	3%	-8%[46.1 µM]	-3%	-14%	-19%	2%
Cc1ccc2nc(-c3ccc(SCC(=O)N4CCc5ccccc54)nc3)[nH]c2c1	?	-13%	0%	-18	-9%	1%[46.1 µM]	-8%	-18%	0%	17%
CC1CN(C(=O)c2cc(-c3ccc(Cl)s3)nc3ccccc23)CC(C)O1 (configuration not stated)	.	22%	-3%	10	.	0%	9%	32%	.	.
CC1=NN(C(N)=S)C(=O)C1N=Nc1c(C)n(C)n(-c2ccccc2)c1=O (configuration not stated)	.	.	-4%	.	-3%	10%	.	8%	.	.
CC(=O)c1cc(C#N)c(Oc2ccc(Cl)cc2Cl)nc1C	.	.	-1%	.	0%	-2%	.	16%	.	.
O=C(O)C1CCC(=O)N1C(=O)OCc1ccccc1 (configuration not stated)	-1%	8%	-2%	4	-2%	-1%	-1%	20%	7%	-3%
Cc1nc(CCNC(=O)Cc2ccc(Cl)cc2)cs1	?	3%	0%	-8	2%	-4%	-2%	-2%	24%	8%
CCNc1nc(ON=C(C)C)nc(N(C)C)n1	2%	-3%	-4%	8	7%	6%	3%	-23%	-12%	5%
CC(C)(C#N)Nc1ccccc1	-2%	0%	5%	31	3%	-2%	-3%	2%	2%	5%
Cc1ccc(-n2c(C)nc3c(cnn3-c3ccc(C)c(C)c3)c2=O)cc1C	11%	11%	-6%	-2	-18%	-2%	1%	-8%	-11%	0%
O=C(NCCN1CCOCC1)c1ccc(NC(=O)C2COc3ccccc3O2)cc1 (configuration not stated)	-7%	29%	-2%	2	-2%	-6%	1%	0%	3%	-9%
Cc1cc(=O)c(C(=O)O)cn1-c1ccc(C(C)C)cc1	.	1%	-6%	-6	2%	6%	3%	49%	-7%	0%
COc1ccc(NC(=O)CN(C)CC(=O)Nc2ccc(C)c(S(=O)(=O)N3CCCCC3)c2)cc1	.	-1%	-3%	4	-2%	2%	27%	-37%	.	.
O=C(Nc1ccc(Br)cc1)N1CCCC(O)C1 (configuration not stated)	-9%	-9%	-2%	25	-1%	0%	-2%	12%	3%	4%
O=C(NCCCN=C1NS(=O)(=O)c2ccccc21)c1ccc(S(=O)(=O)N2CCOCC2)cc1	-1%	2%	-3%	18	2%	-2%	-5%	10%	-3%	1%
CCCCOCCCNC(=O)Cc1cccs1	-13%	2%	-6%	1	2%	-1%	27%	4%	-5%	11%
CCOc1ccc(C(=O)OC(C)CN2CCCCC2)cc1 (configuration not stated)	-5%	1%	-2%	23	-3%	10%	-7%	-5%	-10%	11%
CN(C)N1C(N)=C(C#N)C(c2cccnc2)C2=C1CCCC2=O (configuration not stated)	.	-2%	1%	3	0%	0%	-5%	27%	-20%	5%
CN(Cc1ccc(C(C)(C)C)cc1)C(=O)c1ccc2c(c1)OCO2	.	?	-6%	-1	-2%	-2%	8%	0%	.	.
O=C(NCc1n[nH]c(=S)n1-c1cccc(Cl)c1)c1ccc(S(=O)(=O)N2CCCC2)cc1	3%	7%	-5%	17	-1%	1%	-6%	2%[7.66 µM]	-5%	1%
C=C[C@@](C)(O)CC[C@@H]1[C@@]2(C)CCCC(C)(C)[C@@H]2CC[C@@]1(C)O	-3%	?	0%	34	-4%	-6%	.	4%	?	26%
O=C(/C=C/c1ccc([N+](=O)[O-])o1)NNC(=O)c1ccc(F)cc1	?	-7%	2%	2	-4%	11%	20%	-67%[inhibitor]	.	-2%

Only part of the results is shown, so the mix of outcomes need not match the whole.
